NOD2 inhibition – inhibition of NOD2-driven NF-kB reporter – cell-based, luminescence, uHTS, HEK293 (AID 1566); HEK293 NOD2/NF-kB luciferase reporter, luminescence; higher % means a stronger effect; inhibition, % at 4 µM, or EC50 in µM where a hit was titrated; 0.63% of 290,000 active; also: many of its hits are not listed in these tables
Dynein transport – dynein cargo transport inhibition; 0.47% of 220,000 active; z-score, hits read low; 3617.4 mouse cells, GR-EGFP nuclear translocation imaging; test concentration mostly 20 µM; stimulated with dexamethasone, 1 µM; stronger effect = lower value;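 active = plate z-score of nuclear minus cytoplasmic receptor signal below a set negative limit, without overly bright fluorescence or cell loss, cut at about -3.5 in these data, passing the limit was not always enough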;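 also: z-score of nuclear minus cytoplasmic ring GR-EGFP intensity difference per well; some compounds called inactive have numbers as strong as hits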
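medium = tetracycline-free induction medium containing charcoal-stripped FBS | also added = 1.0 µM final dexamethasone stimulus | schedule = 48 h induction, 1 h compound, 30 min dex at 37 °C | technique = fixed, Hoechst-stained cells imaged at 10x for EGFP | measure = GR-EGFP nuclear translocation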
P. falciparum M17LAP – P. falciparum M17LAP inhibitors, primary screen, biochemical, fluorogenic H-Leu-NHMec substrate, 1536-well (AID 1619); recombinant M17LAP, H-Leu-NHMec fluorogenic kinetic assay; higher % means a stronger effect; inhibition, % at 30 µM, or IC50 in µM where a hit was titrated; 0.38% of 220,000 active;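 active = compound inhibiting the enzyme by more than half at any dose during confirmatory dose-response retesting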;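 also: plate controls were full reaction with DMSO carrier for no effect and no enzyme background for full effect; strong numbers were not always called active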
GPR55 activation – GPR55 agonists via beta-arrestin recruitment, primary screen, imaging, U2OS cells, beta-arrestin-GFP redistribution (AID 1961) | one-dose activation, % at 10 µM; EC50 in µM for titrated hits | 0.048% of 290,000 active | U2OS GPR55 beta-arrestin-GFP redistribution imaging; higher % means a stronger effect;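 active = activation above 40% with more than 50 cells counted in the well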;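 also: U2OS osteosarcoma cells stably expressing GPR55 and beta-arrestin-GFP; plate controls were DMSO negative control for no effect and LPI positive control for full effect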
KOR beta-arrestin-1 – KOR agonists, beta-arrestin recruitment, primary screen, cell-based, luminescence, uHTS (AID 1777); KOR beta-arrestin recruitment, luminescence; higher % means a stronger effect; 0.02% of 280,000 active; activation, % at 10 µM, or EC50 in µM where a hit was titrated; in the data active = activation above about 50%, passing the limit was not always enough; also: a part of the inactive calls stands beside numbers as strong as those of hits
NOD1 inhibition – inhibition of NOD1-driven NF-kB reporter – cell-based, luminescence, uHTS, primary screen (AID 1578) | NOD1-driven NF-kB luciferase reporter cells, luminescence; higher % means a stronger effect | one-dose inhibition, % at 4 µM; EC50 in µM for titrated hits | 1% of 290,000 active; in the data active = inhibition mostly above about 36%, no sharp cut-off; inactive = mostly below about 34%;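 also: HEK-293T reporter cells stimulated with the NOD1 agonist gamma-tri-DAP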
M1AAP inhibition – P. falciparum M1AAP inhibitors, biochemical, fluorogenic H-Leu-NHMec substrate, 1536-well (AID 1445). recombinant M1AAP, H-Leu-NHMec fluorogenic kinetic assay; higher % means a stronger effect. one-dose inhibition, % at 30 µM; IC50 in µM for titrated hits. 0.42% of 220,000 active;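 active = primary inhibition above the hit cutoff, then over 50% inhibition at one or more dose response concentrations, cut at about 23% in these data, passing the limit was not always enough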;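 also: plate controls were DMSO full reaction for no effect and no enzyme background for full effect; strong numbers were not always called active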
AID2073 – disruptors of CaV2.2 binding to Mint1 – biochemical, HTRF (AID 2073); 0.19% of 290,000 active; one-dose inhibition, % at 20 µM; IC50 in µM for titrated hits; HTRF protein-protein interaction, Mint1-CaV2.2; higher % means a stronger effect; in the data active = inhibition mostly above about 51%, no sharp cut-off; also: some results filed as inactive read as strong as hits
KOR beta-arrestin-2 – KOR antagonists, beta-arrestin recruitment, cell-based, luminescence, uHTS (AID 1778); KOR beta-arrestin recruitment, luminescence, antagonist mode; higher % means a stronger effect; inhibition, % at 10 µM, or IC50 in µM where a hit was titrated; 0.091% of 290,000 active; also: strong numbers were not always called active
Dynein transport cytoplasmic EGFP – also measured in Dynein transport; calls as there; z-score; measured here: cytoplasmic GR-EGFP intensity; stronger effect = higher value
Dynein transport nuclear GR-EGFP – recorded beside Dynein transport, whose call it bears; z-score; measured here: nuclear GR-EGFP intensity;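 lower value marks the stronger effect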
Dynein transport cell count – also measured in Dynein transport; calls as there; z-score; measured here: cell count per field
* = called active by the depositor; . = not tested or not shown; [ ] = another dose, or the depositor's remark. Rule as the data show it, unless noted: active = inhibition above about 50%; inactive = the rest. A portion of the library (hit frequency here may not be typical).

SMILES	NOD2 inhibition	Dynein transport	Dynein transport cytoplasmic EGFP	Dynein transport nuclear GR-EGFP	Dynein transport cell count	P. falciparum M17LAP	GPR55 activation	KOR beta-arrestin-1	NOD1 inhibition	M1AAP inhibition	AID2073	KOR beta-arrestin-2
COc1ccc(-c2[nH]ncc2-c2ccc(Cl)cc2)c(O)c1	0%	0.69	-0.23	0.16	0.12	-11%	-0.2%	5.4%	-2%	-7%	7%	-42%
O=C(Nc1ccc(NC(=O)C2CC2)nc1)c1cccs1	-6%	-0.39	-0.21	0.051	0.1	11%	0.2%	-5.1%	-43%	-2%	-1%	26%
Clc1ccc2nc(CSc3nc4ccccc4o3)cn2c1	-142%	1.1	-0.19	0.53	-0.76	9%	-0.2%	2.7%	.	1%	2%	19%
COC(=O)c1cc(Br)c(=O)n(Cc2ccc(C(=O)O)cc2)c1	-9%	-0.44	-0.24	-0.1	0.9	9%	0.3%	0.0%	-14%	0%	-1%	-7%
CCOC(=O)c1ccccc1NC(=O)CN(c1ccc(OCC)cc1)S(C)(=O)=O	-30%	1.1	-0.2	0.26	-0.095	-4%	-0.1%	.	-41%	-4%	1%	-183%[20 µM]
COc1ccccc1C(CCNCc1ccccc1)c1ccc(OC(C)C)cc1 (stereo not drawn)	-13%	.	.	.	.	.	-0.1%	-0.6%	-9%	.	-3%	-14%
CNc1c([N+](=O)[O-])cnn1-c1cccc(Cl)n1	22%	1.6	1	1.1	-0.84	-8%	-0.1%	1.8%	-1%	10%	-1%	-68%[20 µM]
Nc1nc(Nc2ccccc2)nc2ccccc12	11%	-0.16	-0.21	-0.06	-0.072	-2%	0.2%	-5.5%	-85%	3%	11%	9%
O=C(N[C@@H]1CCC(=O)N(CC[C@H](Sc2ccccc2)c2ccccc2)CC1)OCc1ccccc1	-24%	.	.	.	.	.	0.8%	-1.8%	-2%	.	-2%	-15%[20 µM]
CC1CCC(NC(=O)CCC(=O)N2CC(C)Oc3ccccc32)CC1 (stereo not drawn)	-38%	.	.	.	.	.	-0.3%	-1.7%	-56%	.	4%	27%[20 µM]
CCSc1nnc(NC(=O)c2cccc(OCc3c(C)noc3C)c2)s1	2%	2.5	0.022	2.6	-2	9%	0.2%	0.8%	-10%	4%	3%	-24%
Cc1ccc(NC(=O)CSc2n[nH]c(-c3ccncc3)n2)cc1C	-3%	-0.71	-0.14	0.2	-0.13	13%	0.3%	-5.3%	-20%	10%	2%	-4%
O=S(=O)(Nc1ccc(-n2cccc2)cc1)c1ccccc1	10%	-0.2	-0.21	-0.63	0.62	-3%	-0.2%	-8.1%	-15%	9%	5%	31%
Cc1cccc(C)c1Nc1c(-c2ccc(N3CCOCC3)cc2)nc2ncccn12	-5%	2.4	-0.035	2.5	-2	-6%	-0.3%	7.5%	37%	12%	8%	-45%
Cc1ccccc1NC(=O)Cc1nc(COC(=O)c2cc(Cl)ccc2O)cs1	1%	.	.	.	.	.	-0.1%	-0.5%	-20%	.	5%	-9%
Cc1ccc(CN2CCN(C(=O)c3ccco3)CC2)cc1	14%	-0.058	-0.21	-0.083	-0.91	-12%	0.4%	-3.6%	-11%	7%	11%	-9%
Cn1c(=O)c(-[n+]2ccccc2)c([O-])c2ccccc21	-3%	-0.18	-0.25	0.25	0.34	2%	-0.1%	1.4%	3%	18%	73%	-34%
CCOC(=O)Nc1sc2c(c1C(N)=O)CCC(C)C2 (stereo not drawn)	0%	-0.59	-0.18	0.16	0.38	.	0.2%	.	-23%	.	-8%	-16%[20 µM]
O=C(CCN1c2ccccc2Sc2ccccc21)Nc1ccccc1	7%	1	-0.069	0.97	-1.2	11%	0.3%	-0.5%	12%	-2%	4%	-42%
COc1ccc(C(c2nnnn2C(C)(C)C)N2CCN(c3nc4ccccc4s3)CC2)cc1OC (stereo not drawn)	6%	-1.5	-0.21	-0.47	0.91	5%	-0.3%	-6.4%	12%	-2%	-2%	1%
CN1CC(=O)NC1=NC(=O)c1ccc(Cl)c(S(=O)(=O)N2CCCCCC2)c1	18%	-1.2	-0.33	-0.48	0.72	7%	0.2%	1.1%	1%	3%	3%	-28%
Cc1cnc(NC(=O)CN(C)S(=O)(=O)c2ccc(Cl)cc2)s1	-11%	-0.48	-0.22	-0.25	0.25	-3%	-0.2%	0.9%	-22%	-3%	0%	-25%
O=C(Nc1ccc2c(c1)OCO2)C1CC(c2ccccc2O)=NO1 (stereo not drawn)	-1%	.	.	.	.	.	0.2%	-1.0%	-22%	.	8%	-2%
CCOc1ccc(S(=O)(=O)NCc2ccc(F)cc2)c2cccnc12	9%	-1.3	-0.08	-0.27	0.38	-11%	-0.1%	1.8%	7%	4%	5%	-26%
Cc1ccc(S(=O)(=O)N2CCCCC2C(=O)O)cc1 (stereo not drawn)	-2%	-1.7	-0.27	-0.97	2.3	-10%	2.6%	.	-24%	0%	-2%	-18%[20 µM]

(listing goes on)
SMILES	NOD2 inhibition	Dynein transport	Dynein transport cytoplasmic EGFP	Dynein transport nuclear GR-EGFP	Dynein transport cell count	P. falciparum M17LAP	GPR55 activation	KOR beta-arrestin-1	NOD1 inhibition	M1AAP inhibition	AID2073	KOR beta-arrestin-2
Cc1ccc(OC(F)F)c(NC(=O)Nc2cccc(C(F)(F)F)c2)c1	.	-1.3	-0.3	-0.43	0.88	11%	0.0%	0.2%	.	2%	3%	-12%
CCCCCC(=O)N/N=C(\C)c1ccc(N2CCCCC2)cc1	10%	-0.63	-0.31	-0.67	0.82	16%	0.1%	7.4%	20%	5%	3%	-8%
O=C(O)COc1ccc2c(c1)CCCC2	6%	-0.089	-0.34	0.3	0.19	9%	-0.1%	-0.6%	-27%	-1%	-5%	4%
CC(C)OCCCN1CC(=O)N2[C@@H](Cc3c([nH]c4ccccc34)C2(C)C)C1=O	7%	.	.	.	.	.	-0.1%	-1.0%	0%	.	33%	4%
c1cc2[nH]snc2c2nc(C3CC3)nc12	28%	-0.17	-0.21	-0.095	0.17	8%	0.2%	0.4%	63%*	6%	16%	-16%
Cc1cc(Cl)ccc1C(=O)C1CCCN(C(=O)/C=C/c2cnn(C)c2)C1 (stereo not drawn)	-6%	-0.66	0.11	-0.19	0.26	3%	0.2%	0.0%	-25%	1%	22%	-21%
Cc1cccc(N2CCC(N3CCN(C4CCCCC4)C(CCO)C3)CC2)c1C (stereo not drawn)	16%	-0.62	-0.094	-0.16	0.62	0%	0.0%	.	-23%	-2%	3%	-18%[20 µM]
CCOc1ncccc1C(=O)Nc1nnc(C(CC)CC)s1	8%	0.053	-0.24	0.35	-0.088	-3%	-0.7%	-5.6%	-10%	-1%	-1%	3%
CCC(C)C(NC(=O)C1CCC(=O)N1C(=O)OCc1ccccc1)C(=O)NC(C(=O)N1CCCC1C(N)=O)C(C)CC (stereo not drawn)	-1%	.	.	.	.	.	.	-1.3%	-8%	.	11%	-7%
Cc1ccc(NC(=O)C2CC(=O)Nc3nncn32)cc1 (stereo not drawn)	5%	1.5	-0.04	0.83	-1.6	1%	0.2%	-5.9%	-34%	0%	-2%	-4%
CN(C)CCCCCN(C)Cc1cc2ccccc2o1	7%	0.78	-0.26	0.59	-0.072	2%	-0.5%	5.2%	-26%	6%	45%	-54%
O=C(Nc1nc2ccccc2[nH]1)c1cccc(Br)c1	-90%	.	.	.	.	.	-0.2%	-0.3%	-8%	.	15%	-4%
O=C(NCC1CCCN(C(=O)c2cccc(C(F)(F)F)c2)C1)c1ccc(F)cc1 (stereo not drawn)	20%	.	.	.	.	.	-0.3%	3.6%	-40%	.	-3%	-32%
N/C(=N\OC(=O)CC1CCCCC1)c1cccc(Br)c1	3%	.	.	.	.	.	0.4%	-2.2%	-26%	.	2%	31%
CN1CCN(c2ccc(Cl)cc2NC(=O)c2nn(-c3ccccc3)c(=O)c3ccccc23)CC1	8%	-0.13	-0.34	-0.14	0.62	-3%	0.4%	-6.0%	21%	0%	0%	0%
Cc1cc(S(=O)(=O)N2CCN(Cc3ccccc3)CC2)c(C)s1	13%	-0.18	-0.26	-0.086	0.35	4%	-0.1%	0.5%	5%	-2%	-1%	35%
CN1CCN(C(=S)NC(=O)c2ccccc2Cl)CC1	15%	.	.	.	.	.	-0.1%	-2.5%	-17%	.	-28%	-22%
CC1(C)Cc2c(sc(NC(=O)C(C)(C)C)c2C#N)C(C)(C)N1	14%	-1.1	-0.26	-0.53	0.7	3%	-0.5%	-2.4%	-23%	2%	11%	-1%
CCCCn1c(SCc2cccc([N+](=O)[O-])c2)nc2ccsc2c1=O	13%	-0.15	-0.24	0.054	0.27	2%	-0.2%	3.7%	20%	-1%	0%	15%
CN(C)c1ccc(/C=C2\CCCCC2=O)cc1	-99%	0.00017	-0.21	-0.2	-0.16	12%	0.2%	-3.0%	-34%	6%	4%	-3%
COC(=O)c1n[nH]n(-c2cc(Cl)cc(Cl)c2)c1=O	-15%	0.89	-0.29	0.31	0.77	2%	-0.1%	.	-3%	0%	0%	11%
CCc1ccccc1-n1c(SCC(=O)NC)nnc1-c1cccnc1	0%	0.49	-0.22	-0.043	0.038	10%	-0.2%	-1.6%	16%	-6%	-19%	-52%
O=[N+]([O-])c1ccc(CNc2ccc(Cl)cc2)s1	13%	.	.	.	.	.	-0.1%	-4.8%	40%	.	-3%	7%
CCCOc1ccc(C(=O)Nc2ccc(N3CCN(C(=O)c4ccco4)CC3)cc2)cc1	21%	.	.	.	.	.	-0.1%	2.1%	-8%	.	7%	1%
COc1ccc(C(C(=O)NCc2ccccc2)N(Cc2ccco2)C(=O)c2snc(C(N)=O)c2N)cc1OC (stereo not drawn)	26%	.	.	.	.	.	-0.1%	5.3%	-8%	.	10%	-41%
CC1(C)CC(=O)C(C2c3ccccc3Oc3ccccc32)C(=O)C1	9%	-0.16	-0.26	-0.43	0.45	6%	0.1%	1.2%	-11%	1%	3%	7%

By substructure, those above containing a COOH group
SMILES	NOD2 inhibition	Dynein transport	Dynein transport cytoplasmic EGFP	Dynein transport nuclear GR-EGFP	Dynein transport cell count	P. falciparum M17LAP	GPR55 activation	KOR beta-arrestin-1	NOD1 inhibition	M1AAP inhibition	AID2073	KOR beta-arrestin-2
COC(=O)c1cc(Br)c(=O)n(Cc2ccc(C(=O)O)cc2)c1	-9%	-0.44	-0.24	-0.1	0.9	9%	0.3%	0.0%	-14%	0%	-1%	-7%
Cc1ccc(S(=O)(=O)N2CCCCC2C(=O)O)cc1 (stereo not drawn)	-2%	-1.7	-0.27	-0.97	2.3	-10%	2.6%	.	-24%	0%	-2%	-18%[20 µM]
O=C(O)COc1ccc2c(c1)CCCC2	6%	-0.089	-0.34	0.3	0.19	9%	-0.1%	-0.6%	-27%	-1%	-5%	4%

From PubChem BioAssay
